High-throughput results: PubChem BioAssay, several laboratories
ADAM10 inh: human ADAM10 inhibitors, primary screen, biochemical, QFRET, HTS; Disintegrin and metalloproteinase domain-containing protein 10 (Homo sapiens), O14672; recombinant ADAM10, EDANS/DABCYL FRET peptide cleavage, 3 h; inhibition, % at 7 µM; 370,000 tested, 0.62% active; AID 720582, 2013;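 active means inhibition above a per-campaign cutoff equal to the mean of compounds falling between control-based bounds plus 3 SD, cut at about 20% in these data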;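 further: 0% = DMSO wells while the 100% control is not disclosed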
Target sequence (O14672 214-748 limits assumed): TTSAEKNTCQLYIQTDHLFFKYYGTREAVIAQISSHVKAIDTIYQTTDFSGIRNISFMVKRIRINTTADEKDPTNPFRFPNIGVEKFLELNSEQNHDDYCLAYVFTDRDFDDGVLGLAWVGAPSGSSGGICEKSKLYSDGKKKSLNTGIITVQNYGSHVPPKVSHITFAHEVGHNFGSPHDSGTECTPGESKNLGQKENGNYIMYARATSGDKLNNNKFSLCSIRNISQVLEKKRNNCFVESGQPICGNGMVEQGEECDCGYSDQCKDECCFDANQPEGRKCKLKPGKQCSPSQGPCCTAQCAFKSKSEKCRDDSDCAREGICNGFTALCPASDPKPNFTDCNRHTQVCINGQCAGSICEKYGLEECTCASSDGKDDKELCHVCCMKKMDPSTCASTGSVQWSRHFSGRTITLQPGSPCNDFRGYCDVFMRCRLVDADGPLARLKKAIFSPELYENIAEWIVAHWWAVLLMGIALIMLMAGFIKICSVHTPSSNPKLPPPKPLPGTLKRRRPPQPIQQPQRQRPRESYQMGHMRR
ssDAF12 agonist: S. stercoralis DAF-12 nuclear receptor activators, primary screen, cell-based, luminescence, HEK293, GRIP1 co-expression, lit1-tk-luc | Nuclear hormone receptor DAF-12 (Strongyloides stercoralis) | activation, % at 6.8 µM | HEK293 ssDAF-12/GRIP1 lit1-tk-luc reporter; % of 3 µM dafachronic acid response | 370,000 tested, 1% active | AID 652126, 2013;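 active means activation above the mean over all tested compounds plus 3 SD, cut at about 0.9% in these data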;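 further: 0% = DMSO-only wells and 100% = 3 µM delta7-dafachronic acid wells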
hgDAF-12 ag: H. glycines DAF-12 receptor agonists, primary screen, cell-based, luminescence, HEK293, GAL4 fusion, UAS-luciferase. Nuclear hormone receptor DAF-12 (Heterodera glycines), GAL4 fusion. HEK293 GAL4-hgDAF12 UAS-luciferase reporter, agonist luminescence; normalized to butyrate control. activation, % at 6.8 µM. 370,000 tested, 1.8% active. AID 687014, 2013;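 active means activation above a cutoff set at the mean of all screened compounds plus 3 SD, cut at about 10% in these data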;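 further: 0% = DMSO wells and 100% = sodium butyrate wells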
DAX1 inh-1: DAX1 (NR0B1) inhibitors on StAR promoter, primary screen, cell-based, luminescence, SF-1 (NR5A1), full-length DAX-1; 370,000 tested, 1.1% active; AID 652010, 2013; HEK293T StAR-luciferase reporter, SF-1/DAX-1 repression relief; inhibition, % at 6.8 µM;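 active means inhibition above the mean over all tested compounds plus 3 SD, cut at about 3.6% in these data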;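 further: 0% = DAX-1 cells with DMSO and 100% = cells lacking DAX-1 with DMSO; higher inhibition means more luminescence from relief of DAX-1 repression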
hcDAF-12 act: H. contortus DAF-12 nuclear receptor activators, primary screen, cell-based, luminescence, HEK293, lit1-tk-luc reporter. HEK293 hcDAF-12 lit1-tk-luc reporter; 0% DMSO, 100% Δ7-dafachronic acid. activation, % at 6.8 µM. 370,000 tested, 1.4% active. AID 652067, 2013;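 active means activation above the mean of all tested compounds plus 3 SD, cut at about 5.5% in these data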;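 further: 100% = response to 3 µM Δ7-dafachronic acid high control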
SMARCA2 act: SMARCA2 (BRM) function activators, primary screen, cell-based, luminescence, high throughput. MG213 cells, MMTV-luciferase reporter, dexamethasone, overnight. activation, % at 9.1 µM. 370,000 tested, 1% active. AID 652017, 2013; in the data active means activation above about 7.8%;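 further: 0% = vehicle wells and 100% = reference activator wells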
NPR1 activator: GC-A stimulated cGMP production enhancers – HEK293 GC-A cells, cGMP TR-FRET, EC30 ANP, primary screen; 0% at EC30 ANP, 100% saturating ANP; AID 1671463, 2021; 370,000 tested, 0.14% active; activation, % at 10 µM; Atrial natriuretic peptide receptor 1 (Homo sapiens), P16066; in the data active means activation above about 40%
PG9 binder: binders of HIV-1 gp120 antibody PG9, primary screen, biochemical, TR-FRET; HIV-1 gp120 / PG9 antibody interaction; TR-FRET gp120-PG9 antibody binding; inhibition, % at 6.7 µM; 360,000 tested, 0.43% active; AID 624416, 2012; in the data active means inhibition above about 8.5%
FXN GAA850 act: FXN promoter activators, primary screen, cell-based, luciferase luminescence, HEK293 lucGAA850; activation, % at 6 µM; AID 540364, 2011; 360,000 tested, 0.56% active; HEK293 lucGAA850 FXN promoter luciferase reporter, 24 h; percent of 10 µM SAHA response;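 active means activation above the average of all compounds screened plus 3 SD, cutoff fixed separately per campaign, cut at about 7.5% in these data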;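 further: 0% = DMSO wells and 100% = 10 µM SAHA wells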
DAX1 inh-2: DAX1 (NR0B1) inhibitors, primary screen, cell-based, HEK293, Gal4-DAX1, luciferase luminescence; Nuclear receptor subfamily 0 group B member 1 (Homo sapiens), P51843; HEK293 Gal4-DAX1 luciferase reporter; inhibition, % at 6.75 µM; 340,000 tested, 0.99% active; AID 504766, 2011;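 active means inhibition above the mean over all tested compounds plus 3 SD, cut at about 4.2% in these data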;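 further: 0% = DAX1-transfected cells with DMSO and 100% = empty-vector control cells with DMSO; inhibition shows as a rise in luminescence from relieved DAX1 repression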
Target sequence (P51843 207-470 limits assumed): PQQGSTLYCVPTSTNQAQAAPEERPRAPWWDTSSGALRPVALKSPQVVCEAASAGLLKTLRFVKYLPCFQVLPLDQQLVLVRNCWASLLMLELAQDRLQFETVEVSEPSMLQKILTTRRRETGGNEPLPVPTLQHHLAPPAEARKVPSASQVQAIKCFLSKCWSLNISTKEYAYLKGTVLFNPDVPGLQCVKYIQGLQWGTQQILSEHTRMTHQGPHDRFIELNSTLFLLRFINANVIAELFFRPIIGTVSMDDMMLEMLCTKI
ADAM17 inh: ADAM17 inhibitors, primary screen, biochemical, QFRET; Disintegrin and metalloproteinase domain-containing protein 17 (Homo sapiens), P78536; recombinant ADAM17, EDANS/DABCYL FRET peptide cleavage; inhibition, % at 6.95 µM; 370,000 tested, 0.83% active;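 active means inhibition above the mean of compounds lying between control limits plus 3 SD, set per campaign, cut at about 8.5% in these data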;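 further: 0% = DMSO-only wells as the low control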
Active calls of the source: *; . = no result given.

SMILES	ADAM10 inh	ssDAF12 agonist	hgDAF-12 ag	DAX1 inh-1	hcDAF-12 act	SMARCA2 act	NPR1 activator	PG9 binder	FXN GAA850 act	DAX1 inh-2	ADAM17 inh
CCCc1nc2ccc(C)cn2c1Cc1ccccc1	-42	1.3*	6.7	4.6*	7.2*	3	-17	-1.2	.	.	-10
Cc1cc(C)c(/C=C2\C(=O)Nc3ccccc32)[nH]1	5	-0.4	5.5	-0.1	6.6*	-6	0	-4.5	1.0	0.8	-1
CC1CCCCN1CCNC(=O)c1cc2c(-c3ccccc3F)nn(C)c2s1 (configuration not stated)	-251	0.6	-0.8	0.6	3.0	-1	-7	-1.5	-0.8	1.3	-59
Cc1ccc(C)c(OCCC(=O)NNC(=O)c2ccccc2F)c1	4	-1.4	-2.3	1.0	0.7	-2	0	-0.8	2.8	-0.7	0
CCc1ccc(C(=O)COC(=O)c2cc([N+](=O)[O-])ccc2NCCO)cc1	5	-1.7	-3.6	-0.8	-0.1	-4	7	-2.2	5.1	-2.2	7
CCOC(=O)CSc1cc(-c2ccccc2)nc2ncnn12	2	-0.4	1.0	-0.6	0.7	-1	36	-4.6	-0.3	-0.9	0
CCC(C)(C(=O)NC1CCCCC1)N(C(=O)C1CCC(=O)N1)c1ccc(C)cc1 (configuration not stated)	0	-0.8	0.4	-0.3	0.1	3	2	-0.3	-1.5	0.1	0
CC1CC(C)CN(CCCNS(=O)(=O)c2cc(Br)cc3c2N(C(=O)C2CC2)CC3)C1 (configuration not stated)	9	-0.9	1.9	0.3	-1.4	-2	-2	-0.4	0.3	0.7	1
CCOC(=O)CNC(=O)CSc1nnc(NC(=O)c2ccc(S(=O)(=O)N3CCOCC3)cc2)s1	-12	-1.1	-1.1	0.0	-0.6	3	1	0.0	-2.0	-0.7	-4
COc1ccc(S(=O)(=O)NCc2ccccn2)cc1Br	23*	-0.7	-2.0	0.1	-0.7	-3	5	-1.8	2.8	-0.8	5
O=C(Nc1ccccc1N1CCCCC1)c1ccc(N2C(=O)c3ccccc3C2=O)cc1	7	-1.6	2.4	1.0	-0.2	-3	-8	-1.9	-0.1	-0.6	2
CCc1cccc(C)c1NC(=O)CSc1ncn[nH]1	5	-0.5	0.5	-0.1	0.5	-2	0	-0.8	-0.4	0.6	-3
O=C(Nc1cc2c3c(c1)C1CCCC1CN3CC1CCCC21)c1ccccc1 (configuration not stated)	-360	-0.7	1.5	-0.4	-2.5	0	5	-0.7	-1.2	-0.9	-87
Cn1cc(C(=O)N/N=C/c2ccc([N+](=O)[O-])cc2)c2ccccc21	4	-1.0	0.9	0.2	-2.2	-2	1	-0.4	1.0	.	1
CCCC(=O)OC/C(O)=C(\C#N)c1nc2ccccc2[nH]1	0	-0.7	-5.5	-0.5	1.5	6	-2	-1.9	3.0	-0.1	2

Some of the entries above, set out differently.
canonical_smiles | ADAM10 inh | ssDAF12 agonist | hgDAF-12 ag | DAX1 inh-1 | hcDAF-12 act | SMARCA2 act | NPR1 activator | PG9 binder | FXN GAA850 act | DAX1 inh-2 | ADAM17 inh
CCc1cccc(C)c1NC(=O)CSc1ncn[nH]1 | 5 | -0.5 | 0.5 | -0.1 | 0.5 | -2 | 0 | -0.8 | -0.4 | 0.6 | -3
O=C(Nc1cc2c3c(c1)C1CCCC1CN3CC1CCCC21)c1ccccc1 (configuration not stated) | -360 | -0.7 | 1.5 | -0.4 | -2.5 | 0 | 5 | -0.7 | -1.2 | -0.9 | -87

Next part:
SMILES	ADAM10 inh	ssDAF12 agonist	hgDAF-12 ag	DAX1 inh-1	hcDAF-12 act	SMARCA2 act	NPR1 activator	PG9 binder	FXN GAA850 act	DAX1 inh-2	ADAM17 inh
CCCNC(=O)/C(=C/c1cn(S(=O)(=O)N(C)C)c2ccccc12)NC(=O)c1ccc(OC)cc1	-5	-1.5	1.2	-1.1	-1.9	-4	-2	3.2	0.5	-0.6	0
CCOc1ccccc1NS(=O)(=O)c1ccc2[nH]c(=O)ccc2c1	-9	-1.2	-1.4	-0.2	-0.6	-2	-6	0.3	0.6	0.3	-6
COc1cc2nc(N3CCN(c4cc(C)ccc4C)CC3)nc(N)c2cc1OC	-119	-1.4	-0.6	1.1	-1.9	-8	-22	-1.0	-0.9	-1.1	-36
CC(C)CCNC(=O)CCCOc1cc(=O)n(C)c2ccccc12	3	-1.2	-0.3	-0.1	-0.7	2	-4	2.3	1.3	-0.3	4
CCc1noc(C)c1C(=O)OCC(=O)N1CCc2ccccc21	-3	-0.2	0.0	-0.8	-0.5	4	2	-2.0	3.2	0.4	2
CCCCNc1ccc2c(c1)OC[C@@H](CC(C)C)NS2(=O)=O	-1	-1.4	-1.6	-0.8	0.4	2	-2	-0.1	.	.	-1
CCOC(=O)N1CCN(C(=O)C2CCCN(S(=O)(=O)c3cc(C)ccc3OC)C2)CC1 (configuration not stated)	6	-1.2	1.1	-0.3	-2.2	5	2	-1.0	1.6	-0.7	-2
CCOC(=O)c1c(C)[nH]c(C(=O)COC(=O)CNC(=O)C2CCCCC2)c1C	-2	-1.4	2.0	-0.8	-0.9	2	0	5.6	2.5	0.2	-3
COc1ccc(C(OC(=O)c2ccco2)C(=O)NC2CCCC2)cc1 (configuration not stated)	-5	-0.8	2.0	-0.1	0.1	-1	-12	1.4	1.3	-0.9	-3
CC(=O)[C@@]1(O)CC[C@H]2[C@@H]3C[C@H](C)C4=CC(=O)CC[C@]4(C)[C@H]3CC[C@@]21C	-6	-1.3	-1.8	-0.3	-0.1	-9	-3	0.2	0.4	-1.2	-1
Cc1cccc(C(=O)N(Cc2nc3ccccc3c(=O)[nH]2)C2CCCC2)c1	2	-1.5	-2.2	0.6	-1.4	0	-15	0.2	-2.5	-0.2	0
COc1ccc2cc(C(C)C(=O)N3CCC(C)CC3)ccc2c1 (configuration not stated)	4	-0.9	0.3	-0.4	-1.8	-2	4	0.5	0.9	-0.5	-1
COCCNC(=O)C(OC(=O)c1cccs1)c1ccc(F)cc1 (configuration not stated)	-1	-1.4	1.3	0.3	0.5	0	4	-0.1	-1.3	0.9	-1
COc1ccc(CCNC(=O)COC(=O)/C=C/c2cccs2)cc1OC	8	-1.9	1.1	-1.0	0.2	-1	-2	-0.2	1.4	-0.4	-2
CCC(C)(C)c1nnc(NC(=O)c2ccc([N+](=O)[O-])cc2)s1	2	0.1	1.6	0.0	-0.8	2	0	0.0	-0.7	0.3	-2
COc1cccc(NC(=O)c2ccco2)c1	9	0.3	3.1	1.4	0.9	0	2	0.0	3.6	0.5	-1
CC(=O)c1c(C)[nH]c(C(=O)N(C)C(c2ccccc2)c2ccccc2)c1C	17	-1.8	-2.4	-0.1	-1.7	2	3	-3.0	-0.8	-0.8	2
O=C(COC(=O)c1ccc(Oc2ccccc2)cc1)Nc1nnc(-c2ccccc2)o1	0	-1.0	2.2	0.6	-0.6	-4	-2	0.2	0.8	0.7	3
COc1cccc(C(=O)Nc2ccccc2C(=O)N2CCCC2)c1	-5	-0.4	-0.2	-0.3	-1.2	-1	3	1.1	1.7	-0.4	-4
CCN(CCNC(=O)C1CC(=O)N(CCc2ccccc2)C1)c1ccccc1 (configuration not stated)	-11	-1.1	-3.9	-0.6	-1.5	2	-4	-1.2	-0.7	-1.2	0
CN1CC(=O)N(CC(=O)NCc2ccc(F)cc2)c2ccccc2C1=O	0	-1.0	2.3	-0.5	-0.8	1	0	-2.3	-0.2	1.8	-2
COc1ccc(Cl)cc1C(=O)Nc1cccnc1	8	-1.5	0.6	0.3	-1.3	0	4	-0.8	1.3	0.4	4
CC(=O)N1CCC(=NNc2ccc(S(N)(=O)=O)cc2[N+](=O)[O-])CC1	1	-1.6	-3.0	-0.1	-2.6	0	1	-2.4	3.1	-1.8	-4
COc1ccc(/C=C/C(=O)NNC(=O)c2cc(C)oc2C)cc1	-4	-0.9	-2.5	-1.3	-0.8	-1	0	0.2	-0.7	-0.4	-3
CN1C(=O)[C@@H]2[C@H](C1=O)[C@@H]1C(=O)Nc3ccccc3C(=O)N1[C@@H]2c1ccc(Br)cc1	-11	-1.3	-2.9	-0.5	-1.4	1	-5	-1.5	-1.7	-0.8	-5
Cc1ccccc1NC(=O)NC1(C(=O)N2CCCC2)CCCCC1	-1	-1.4	-0.3	-1.1	-0.9	-1	1	-0.5	-1.3	0.4	-2
CC12CCC(=O)N1C(C(=O)Nc1ccc(Cl)c(Cl)c1)CS2 (configuration not stated)	1	-0.4	2.1	-0.6	-0.5	0	-2	-0.9	-0.1	0.4	-1
CCOC(=O)C1CCN(C(=O)CN2C(=O)CSc3ccc(S(=O)(=O)N4CCOCC4)cc32)CC1	-2	-0.9	-1.4	-0.3	-1.0	-6	1	1.8	0.7	0.6	-4
N#Cc1ccccc1OCC(=O)NCc1ccccc1CN1CCCC1	-12	0.1	2.6	0.4	0.6	-1	-3	1.0	1.6	0.8	0
CN(CCCC(=O)Nc1ccc(Br)cc1F)S(=O)(=O)c1ccccc1	7	-1.4	0.2	-0.7	-1.9	-1	1	-1.6	0.0	-2.2	-2
CCCn1c(N)c(C(=O)CN(C)CC(=O)Nc2ccc(F)cc2)c(=O)[nH]c1=O	-3	-1.4	3.2	-0.4	-1.1	-2	-2	-0.1	0.1	1.9	1
CCOC(=O)C1CCN(C(=O)CSCc2nc(-c3ccc(OCC)cc3)oc2C)CC1	-1	-2.0	-1.6	-1.3	-2.7	-7	0	-0.7	-3.8	-2.1	-2
Cc1nn(-c2ccccc2)c(Cl)c1/C=C1/C(=N)N2N=C(C(C)C)SC2=NC1=O	-93	-0.1	-1.8	-0.1	0.7	0	2	-0.5	1.2	0.2	-28
CCOC(=O)c1ccc(NC(=O)CCc2nnc3ccc(N4CCN(C)CC4)nn23)cc1	-10	-1.0	-2.7	0.1	-0.3	-1	4	1.0	3.1	-0.2	-5
CC(C)(C)NC(=O)COC(=O)c1ccc(F)cc1Cl	3	-1.1	1.2	0.1	1.6	5	3	-1.7	2.5	2.3	-1
O=C1CC(N2CCC(O)(c3ccc(Br)cc3)CC2)C(=O)N1c1ccc(Cl)cc1 (configuration not stated)	1	-1.1	-2.1	0.3	-2.4	0	1	-0.7	-0.1	-1.4	0
O=C(Nc1ccc(SC(F)F)cc1)c1cc(-c2ccncc2)nc2ccccc12	3	-0.3	-2.6	0.9	-0.2	1	15	0.5	-1.1	-0.2	7
CC(C)Cc1nnc(NC(=O)CCC(=O)N2CCCCC2)s1	1	-1.1	-0.6	-0.4	4.1	-3	1	-0.5	-0.6	-0.1	2
